Compound activity as filed in PubChem BioAssay.
TROY signal inh: TROY signaling inhibition; Q293 LMP1-TROYcd NF-kB luciferase reporter, 4 h; inhibition, % at 10 µM; hit rate 0.98% among 360,000; AID 1347056;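 active means compounds whose plate-normalised and pattern-corrected inhibition of the luciferase reporter signal at the single screening dose is 50% or more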
LMP1 NFkB inh: reduces LMP1-driven NF-kappaB luciferase signal; hit rate 0.69% among 350,000; AID 504558; LMP1-induced NF-kappaB luciferase reporter cells, luminescence; inhibition, % at 12.5 µM; in the data active means inhibition above about 41%; inconclusive means no clear call, values can overlap the other calls;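 further: 0% = neutral control wells and 100% = reference inhibitor control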
NCOA1 inh: inhibits human SRC1 coactivator; HEK293 GAL4-SRC1 luciferase reporter, luminescence; inhibition, % at 3.6 µM; Q15788; hit rate 0.12% among 360,000;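 active means inhibition above the campaign mean plus 3 SD, with each screening campaign given its own cutoff, cut at about 60% in these data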;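 further: 0% = DMSO treated cells and 100% = gossypol at 36 µM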
NCOA2 inhibitor: human SRC2 (NCOA2) inhibition; Q15596; HEK293 GAL4-SRC2 luciferase reporter, luminescence; inhibition, % at 9 µM; hit rate 0.17% among 370,000;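 active means inhibition above the mean inhibition of all tested compounds plus 3 SD, set per campaign, cut at about 52% in these data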;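 further: 0% = DMSO treated cells and 100% = cells given Gossypol at 36 µM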
LRH-1 inv ag: inverse agonists of human LRH-1 (NR5A2); HEK293T StAR-luciferase reporter, LRH-1 transfected, 24 h; inhibition, % at 3.6 µM; hit rate 0.13% among 360,000; O00482;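 active means inhibition above the mean inhibition of all tested compounds plus 3 SD, cut at about 73% in these data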;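 further: 0% = DMSO wells and 100% = reporter-only cells lacking LRH-1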
NOD2 RIPK2 PPI: NOD2-RIPK2 protein interaction inhibition | hit rate 0.38% among 360,000 | inhibition, % at 4.98 µM | CHO BLA complementation NOD2-RIPK2, CCF4 ratio; in the data active means inhibition above about 21%;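 further: 0% = vehicle only and 100% = reference blocker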
TLR9-MyD88 inh: TLR9-MyD88 interaction inhibition | Q9NR96+Q99836 | CHO BLA complementation TLR9-MyD88, CCF4 FRET ratio | inhibition, % at 4.98 µM | hit rate 0.21% among 340,000 | AID 504734;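 active means inhibition above the mean over all tested compounds plus 3 SD, cut at about 21% in these data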;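 further: 0% = DMSO only wells and 100% = clavulanate BLA inhibitor control wells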
Target sequence (Q99836 whole entry, looked up): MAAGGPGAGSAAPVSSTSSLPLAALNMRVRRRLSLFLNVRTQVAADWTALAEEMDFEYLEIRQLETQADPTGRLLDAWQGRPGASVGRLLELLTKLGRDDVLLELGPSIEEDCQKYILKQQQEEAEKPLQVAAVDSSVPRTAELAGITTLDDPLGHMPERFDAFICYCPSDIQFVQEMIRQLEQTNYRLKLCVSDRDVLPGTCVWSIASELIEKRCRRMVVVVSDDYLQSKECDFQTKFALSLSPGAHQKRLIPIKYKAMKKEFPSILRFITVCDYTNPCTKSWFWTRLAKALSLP
Target sequence (Q9NR96 whole entry, looked up): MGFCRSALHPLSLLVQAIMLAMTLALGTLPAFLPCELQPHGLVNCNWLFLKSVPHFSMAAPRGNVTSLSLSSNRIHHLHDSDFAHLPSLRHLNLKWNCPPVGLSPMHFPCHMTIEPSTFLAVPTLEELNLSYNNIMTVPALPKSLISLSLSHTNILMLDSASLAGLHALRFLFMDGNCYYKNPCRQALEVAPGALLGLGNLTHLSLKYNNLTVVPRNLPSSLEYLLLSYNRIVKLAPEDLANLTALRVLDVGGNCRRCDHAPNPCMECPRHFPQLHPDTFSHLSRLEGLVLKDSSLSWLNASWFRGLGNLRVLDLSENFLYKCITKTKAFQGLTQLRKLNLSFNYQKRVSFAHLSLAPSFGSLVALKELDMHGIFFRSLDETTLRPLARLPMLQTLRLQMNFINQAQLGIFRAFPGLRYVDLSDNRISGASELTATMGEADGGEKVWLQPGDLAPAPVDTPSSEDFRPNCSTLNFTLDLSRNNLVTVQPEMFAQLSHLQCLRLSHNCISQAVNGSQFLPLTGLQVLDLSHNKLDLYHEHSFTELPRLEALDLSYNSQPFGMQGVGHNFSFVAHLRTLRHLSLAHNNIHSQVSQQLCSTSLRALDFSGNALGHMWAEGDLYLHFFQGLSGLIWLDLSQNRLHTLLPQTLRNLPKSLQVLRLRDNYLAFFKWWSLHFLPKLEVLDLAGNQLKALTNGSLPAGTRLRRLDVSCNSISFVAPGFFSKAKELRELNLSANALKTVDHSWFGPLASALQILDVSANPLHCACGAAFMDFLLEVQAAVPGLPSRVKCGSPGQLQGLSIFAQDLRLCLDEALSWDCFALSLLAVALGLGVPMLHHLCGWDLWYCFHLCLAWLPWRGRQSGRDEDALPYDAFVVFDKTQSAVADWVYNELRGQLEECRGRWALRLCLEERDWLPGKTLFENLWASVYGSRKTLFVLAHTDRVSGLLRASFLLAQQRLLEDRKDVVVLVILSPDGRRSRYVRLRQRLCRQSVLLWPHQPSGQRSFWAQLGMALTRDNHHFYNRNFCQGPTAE
C8 TRAIL sens: sensitizes caspase-8 expressing cells to TRAIL; NB7+C8 cells + TRAIL, ATPlite viability luminescence; inhibition (viability loss, TRAIL sensitization), % at 10 µM; hit rate 1% among 360,000; AID 624354;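 active means compounds causing at least 50% loss of cell viability in the single-dose screen, relative to plate controls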
Vif inh: HIV Vif inhibition | hit rate 0.35% among 340,000 | inhibition, % at 7.49 µM | HEK293T cells, Vif self-association by quenched fluorescence, imaging, 24 h; in the data active means inhibition above about 50%, passing the limit was not always enough; inconclusive means no clear call, values can overlap the other calls; inactive means below about 31%; further: some results filed as inactive read as strong as hits
COUP-TFII inh: inhibitors of human COUP-TFII (NR2F2); HEK293T NGFI-A luciferase reporter, luminescence; inhibition, % at 8.6 µM; hit rate 0.7% among 370,000;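 active means inhibition above a per-plate cutoff, mean inhibition of test wells between control levels plus 3 SD, cut at about 38% in these data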;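 further: cells cotransfected with COUP-TFII expression vector driving the NGFI-A reporter; 0% = median of COUP-TF2 test wells and 100% = reporter-only cells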
SRC3 inh: human NCOA3 inhibition. HEK293 GAL4-SRC3 luciferase reporter, luminescence. Q9Y6Q9. AID 588352. hit rate 0.17% among 360,000. inhibition, % at 3.6 µM;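 active means inhibition above a per-campaign cutoff, the mean of all compounds plus 3 SD, cut at about 60% in these data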;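 further: 0% = DMSO-treated cells and 100% = gossypol-treated cells at 36 µM; higher means less SRC3-driven luciferase light from the GAL4 reporter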
Active calls of the source: *; ? = inconclusive; / = no result given; & = joins results of further samples. A portion of the library; count on the stated rates, not on these rows.

SMILES	TROY signal inh	LMP1 NFkB inh	NCOA1 inh	NCOA2 inhibitor	LRH-1 inv ag	NOD2 RIPK2 PPI	TLR9-MyD88 inh	C8 TRAIL sens	Vif inh	COUP-TFII inh	SRC3 inh
Cc1ccc(NC(=O)CS(=O)CC(=O)NC2CCN(Cc3ccccc3)CC2)c(C)c1 (centres undefined)	-7	-7	16	-8	-14	-2	2	4	4	-12	-28
Cc1ccsc1C(=O)N1CC(=O)Nc2ccccc21	/	1	10	11	-5	-2	7	4	6	3	0
Cc1onc(-c2ccccc2)c1C(=O)N/N=C/c1ccco1	-3	-3	-8	29	3	-7	-3	-8	-7	-5	-1
CCOCCc1nnc(NC(=O)c2cccc(F)c2)s1	-12	-25	-28	-16	-41	-8	4	4	-3	-16	-29
COCc1cc(=O)n2[nH]c(-c3cccc(Br)c3)cc2n1	-28	-12	-52	-12	-58	-14	-3	10	/	-21	-16
Cc1sc2ncn(CC(=O)NCC(=O)N3CCN(c4ccccc4F)CC3)c(=O)c2c1C	3	6	-4	-2	19	9	-2	3	-2	-12	1
CCc1ccc(N(C(=O)c2ccoc2C)C(C(=O)NC2CCCC2)c2ccc(OC)cc2)cc1 (centres undefined)	4	12	13	-1	10	2	-3	12	0	-6	4
Cc1cc(C)n(CCO)c(=O)n1	-2	1	-16	-11	4	17	1	-15	3	-12	11
Cc1cc2oc(=O)cc(CN3CCCCCCC3)c2cc1Cl	5	/	14	-5	-1	-4	/	-3	2	6	-12
CC(=O)Nc1ccc(NC(=O)COc2cc(O)c3c(c2)OC(C)(C)CC3=O)cc1	-31	3	-4	-13	-20	-3	3	19	-2	-20	4
COc1cc([N+](=O)[O-])c(OC)cc1SCc1n[nH]c(=S)n1-c1ccc(F)cc1	4	1	-6	-5	14	-2	2	-6	-1	-7	7
COc1cccc(C(=O)Cn2c(=O)n(CC3CCCO3)c(=O)c3ccccc32)c1 (centres undefined)	0	-4	3	4	-15	3	-4	-8	-1	-12	-4
COc1ccc(C(=O)Nc2nc3ccccc3s2)cc1OC	-71	-39	-100	-73	-140	-4	4	-2	15	-53	-67
COc1ccc(CCNS(=O)(=O)c2c(N)n(C)c(=O)n(C)c2=O)cc1OC	-10	-1	-2	-8	9	4	1	-1	3	3	-2
OC(c1ccccc1)C(NCCNCc1ccccc1)c1ccccc1 (centres undefined)	-10	-1	0	2	-1	0	2	18	?	0	1
Oc1ccccc1Nc1ncnc2c1oc1ccccc12	-16	-7	-5	-25	13	2	-3	5	-16	-10	-23
O=C(CCn1c(=O)oc2ccccc21)N1CCN(c2ccccc2F)CC1	-4	-4	-15	-6	0	4	-14	-4	-20	1	6
CO/N=C/c1cn(-c2ccc(Cl)cc2)nn1	-44	2	-13	6	-24	-17	-2	3	-4	-16	-28
COc1ccc(/C=C2\SC(=S)N(CC(=O)N(C)C3CCS(=O)(=O)C3)C2=O)cc1 (centres undefined)	-25	-11	-8	3	-17	-5	-10	-2	-24	5	-24
O=C(NNC(=O)c1cc(-c2ccc(Cl)cc2)nc2ccccc12)c1csc(N2CCOCC2)n1	-17	0	11	12	7	2	-10	9	-10	-7	-9
O=C(CCN=C1NS(=O)(=O)c2ccccc21)OCC(=O)c1ccc(F)cc1	-4	-1	4	-30	15	-5	-2	-9	24	4	-9
CC1CCN(C(=O)C2CCC(CNc3c(N4CCCCC4)c(=O)c3=O)CC2)CC1 (centres undefined)	-7	-4	-7	3	-21	-11	6	-7	4	-6	-8
CCC(=O)c1ccc(OCC(O)CNCCc2ccc(Cl)cc2)cc1 (centres undefined)	-17	0	6	-12	13	8	0	2	-1	21	7
CCCCc1c(C)nc(N2CCCC2)[nH]c1=O	4	4	-14	-25	0	-4	-1	-19	-6	-33	3
O=C1CN(C(=O)COC(=O)CCNS(=O)(=O)c2ccc(Cl)cc2)c2ccccc2N1	4	1	6	17	-18	13	7	-4	-2	5	19
COc1ccccc1NC(=O)CN1CCC(c2nc3ccc(C)cc3[nH]2)CC1	-1	-1	4	8	-36	2	0	3	18	3	9
Cc1ccnc(SCCn2c(N3CCN(Cc4ccccc4)CC3)nc3c2c(=O)[nH]c(=O)n3C)n1	-11	-3	-13	-1	12	-19	11	9	-1	-1	-4
CCCN(CC(=O)Nc1ccc(F)c(F)c1F)C(=O)Cc1ccc(S(=O)(=O)N2CCOCC2)s1	-2	2	-6	-10	17	-2	-4	-6	2	-5	-17
CCCN(CC(=O)Nc1ccccc1OC)C(=O)c1ccc(=O)[nH]c1	5	-13	19	-2	-3	-7	-6	-13	1	9	-2
O=C(O)Cc1sc(Nc2cccc3ccccc23)nc1-c1ccccc1	13	0	3	4	-4	-11	6	-11	2	-22	-8
CCOc1ccccc1N(CC(=O)NCCc1ccc(OC)cc1)S(=O)(=O)c1ccc(C)cc1	20	-12	7	-15	-2	-5	-3	-8	-12	2	7
Cc1oc(-c2ccccc2F)nc1CS(=O)(=O)CC(=O)NCc1ccco1	-6	0	0	12	-6	2	-1	-2	2	14	3
COc1ccc(NC(=O)C[C@H]2C(=O)N(c3ccc(OC)cc3)C[C@@H]2CSC)cc1	2	9	-5	-23	18	10	-2	11	-13	-4	-12
Cn1cccc1/C=C1\Cc2ccccc2C1=O	-31	-52	-89	-36	-144	0	4	16	3	-29	-83
COC(=O)CCC(=O)N(CCN(C(=O)CCC(=O)OC)c1ccccc1)c1ccccc1	-7	-11	-8	3	8	-1	/	-6	0	13	11
O=C(CSc1nnc2ccccn12)NNC(=O)c1cccc([N+](=O)[O-])c1	-2	-13	-7	0	9	-7	-1	7	0	11	9
COc1ccc(N(C(=O)c2snc(C(N)=O)c2N)C(C(=O)NCC2CCCO2)c2ccc3ncccc3c2)cc1OC (centres undefined)	-9	7	3	14	-8	3	-3	-3	-2	-21	7
Cc1c(O)cccc1C(=O)N[C@@H](CSc1ccccc1)[C@H](O)CN1C[C@H]2CCCC[C@H]2C[C@H]1C(=O)NC(C)(C)C	11&43	-1&-19	-31&-15	16&23	-51&-13	-2&-2	-12&-3	-1&14	7&-14	-6&1	-11&-27
O=C(NCc1cc(C(F)(F)F)ccc1F)C1CCC(=O)N(C2CC2)C1 (centres undefined)	-17	-4	3	3	2	-7	-3	-3	7	2	-12
CC(/C=N/NC(=O)c1nnn(-c2nonc2N)c1CN(C)C)=C\c1ccco1	10	8	-11	-47	-14	-6	2	-3	3	-13	15
Cc1[nH]c2ccccc2c1C(=O)C(=O)N1CCN(c2ccccc2Cl)CC1	2	5	13	-2	-4	-9	-2	9	-8	12	-13
O=c1cc(-c2ccc(O)c(O)c2)oc2c1ccc1ccccc12	33	3	-8	0	-10	-8	3	23	-4	-40	-51
CC(=O)c1ccccc1NC(=O)c1ccc(OCc2c(C)noc2C)cc1	-7	-4	-20	1	10	0	-4	1	-7	-5	-6
O=C1OCCN1C(=O)[C@H]1[C@H](c2ccc(F)cc2)C(c2cccc(Cl)c2)=NN1c1ccc(Br)cc1	3	8	-7	0	-10	26*	-13	4	2	1	4
CSc1ccc(/C=C/C(=O)OCC(=O)N2CCc3ccccc32)cc1	4	-3	-57	12	7	1	-3	-15	0	12	12
COc1ccccc1NC(=O)c1cc(Cl)nc2ccccc12	17	-2	3	9	1	-1	-1	14	-11	4	3
Cc1cc(N2C(=O)C(=O)/C(=C(/O)c3ccc(F)cc3)C2c2cccc(Br)c2)no1 (centres undefined)	-6	4	-4	9	-7	1	4	-6	/	2	8
CC(C)c1onc(C(=O)NCc2ccccn2)c1[N+](=O)[O-]	-27	4	-12	24	-15	-3	8	4	3	1	17
COc1ccc(C(=O)NC2CCCCCC2)cc1S(=O)(=O)Nc1ccc(Br)cc1	-73	-5	-15	-27	-17	-6	-4	0	-6	-28	-9
Cc1c(CN(C)Cc2cn(C)nc2-c2ccccc2F)[nH]c2ccccc12	5	-6	-7	4	0	13	0	5	-1	-11	3
O=C(COc1cccc(NC(=O)c2cccc([N+](=O)[O-])c2)c1)c1ccc(Br)cc1	39	2	3	14	39	-7	-5	-2	-26	17	12
O=C(NC1CCCCC1)C(c1cc2ccccc2o1)n1c(=O)c(-c2ccco2)nc2ccccc21 (centres undefined)	/	/	/	-93	-5	-9	/	2	/	-10	/
OCCNc1nc2ccccc2n1CCN1CCCCC1	0	3	-32	0	-1	4	-5	-4	0	1	13
O=C(Nc1ccc(NC(=O)C2CC2)cc1)c1ccco1	-50	-9	-53	-38	-135	5	-8	55*	-6	-36	-48
CCOC(=O)[C@]12CCC=C1N(Cc1ccc3c(c1)OCO3)C(=O)[C@H](CC(=O)N1CCCCC1)C2	-14	/	/	-25	-7	-5	/	-4	/	2	/
Cc1ccc(-n2nc(-c3ccc(N)cc3)cc2N)cc1	-26	-17	-21	-9	0	-10	12	10	-6	-6	-52
Cc1cccc(/C=C2\Sc3ccc(C(=O)N4CCOCC4)cc3N(C)C2=O)c1	-15	1	13	7	14	1	4	0	-2	-2	6
O=S1(=O)CC(N2CCCCC2)CN1Cc1cn(Cc2cccc(Cl)c2)nn1 (centres undefined)	-16	/	/	3	1	-6	/	-11	/	1	/
COc1ccccc1OCCCOc1ccc(C)cc1Br	-72	-40	-72	-46	-50	-2	-2	38	-6	-25	-37
O=C(CCc1nc2ccccc2c(=O)[nH]1)NCCN1C(=O)S/C(=C\c2ccc(Cl)cc2Cl)C1=O	43	6	-20	-16	4	-2	0	14	8	-9	-9

Further entries:
SMILES	TROY signal inh	LMP1 NFkB inh	NCOA1 inh	NCOA2 inhibitor	LRH-1 inv ag	NOD2 RIPK2 PPI	TLR9-MyD88 inh	C8 TRAIL sens	Vif inh	COUP-TFII inh	SRC3 inh
CCn1c(-c2cccc(S(=O)(=O)N3CCCC3)c2)n[nH]c1=S	16	2	-10	-9	-22	5	-7	2	7	12	11
Cn1c(-c2ccccc2)cnc1NCc1cccc([N+](=O)[O-])c1	15	-12	-2	-1	-4	9	-6	-10	23	-11	-6
Cn1c(=O)[nH]c(=O)c2c1nc(NCCCO)n2CCCc1ccccc1	-7	1	12	-8	-3	-6	-5	-17	2	-8	20
CCOC(=O)c1ccc2nc(C(F)(F)F)[nH]c(=O)c2c1	-15	-11	0	9	-1	-6	-8	-21	1	-5	10
CCCS(=O)(=O)N1CCCC(C(=O)NCc2ccc3c(c2)OCO3)C1 (centres undefined)	/	2	-16	12	8	-3	-2	21	5	-7	8
Cc1ccc(C(=O)Cn2cnc3ccccc3c2=O)cc1C	/	-14	-56	-37	-127	1	-6	-8	-10	-44	-116
O=C(O)c1c(Cl)cccc1Nc1ccccc1	6	/	8	-16	-6	-5	/	12	18	-11	-9
COc1ccc([C@@H]2C[C@H]3[C@@H](CN2S(=O)(=O)c2ccccc2)C(=O)C[C@@H](c2ccccc2)N3S(=O)(=O)c2ccc(C)cc2)cc1	-9	-5	2	-12	10	-5	-3	8	5	14	8
